A549 viability: A549 cytotoxicity, counter-screen for Nrf2 inhibitors; A549 ARE-Fluc cells, CellTiter-Fluor viability, 18-24 h; Potency, µM (doses to about 46 µM), for inactives: at the highest dose activity change, negative = cytotoxicity, hits mostly inhibitors; 0.16% of 390,000 active; note: % is set by controls: 0 for no effect and ±100 for the full control effect
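Cytotoxicity counterscreen: CellTiter-Fluor fluorescence was measured in A549 ARE_Fluc cells after 18-24 h of compound exposure in a concentration series. The subsequent BugLite luminescent read reports ARE-luciferase activity.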
TGFb SMAD3 inh: TGF-b pathway inhibition; HepG2 CAGA-GFP TGF-b/SMAD3 reporter, GFP fluorescence, 18 h; TGF-beta stimulated, 500 pg/mL final; Potency, µM (doses to about 46.1 µM), inactives show top-dose activity, negative = inhibition, actives largely listed as inhibitors; 1.2% of 410,000 active; AID 588855; note: % is set by controls: 0 for no effect and ±100 for the full control effect; nearly all actives have a fitted effect of over 65% in size
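Per well, imaged GFP fluorescence of HEPG2 CAGA-GFP cells gives the signal; cells get compound, then TGF-beta (500 pg/mL final), 18 h at 37 degrees C; %Activity versus -TGF-beta and +DMSO controls.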
Nrf2 activator: activators of Nrf2 (ARE) signaling. Potency, µM (highest dose often 46.1 µM), inactives show at the highest dose activation, actives largely listed as activators. 0.31% of 410,000 active. AREc32 ARE-luciferase reporter (MCF7-derived line), luminescence, 24 h; note: % of control where 0% means no effect; nearly all actives have a fitted effect of over 65% in size
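Quantitative high-throughput format: AREc32 reporter cells, 1000 per well, received compound by pin transfer and were incubated 24 hr at 37 deg C, 5% CO2, before Steady-Glo luminescence detection.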
Nrf2 block: inhibitors of Nrf2 signaling; 2.1% of 360,000 active; Potency, µM (doses to about 46 µM), for the others: at the highest dose activity change, negative = inhibition, most hits filed as inhibitors; A549 ARE-Fluc reporter, luciferase luminescence, 18-24 h; note: % is set by controls: 0 for no effect and ±100 for the full control effect; nearly all actives have a fitted effect of over 60% in size
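A549 ARE_Fluc cells, 5000/well, 5% FBS OPTI-MEM; compounds in dose-response, 18-24 h at 37 °C/5% CO2; CellTiter-Fluor viability read (Ex 405/Em 525), then BugLite luciferase luminescence = Nrf2 activity.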
ATXN2 expr inh: reduces ATXN2 reporter expression in HEK-293 cells; HEK-293 ATXN2-luciferase reporter, luminescence, 24 h; Potency, µM (top dose mostly 57 µM), for the others: at the top dose activity change, negative = inhibition, usual class: inhibitors; 0.72% of 360,000 active; AID 1745845; note: % is set by controls: 0 for no effect and ±100 for the full control effect; nearly all actives have a fitted effect of over 55% in size
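qHTS (up to 57 uM final) was run with 24 h compound exposure of reporter cells at 37 °C. Each well was multiplexed: SteadyGlo luminescence measured ATXN2-luciferase expression after a fluorogenic Gly-Phe-AFC viability readout (25 uM final).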
HepG2 viability: counter-screen for TGF-b inhibitors: cytotoxicity in HepG2 cells | Potency, µM (doses to about 46.1 µM), inactives show top-dose activity change, negative = cytotoxicity, hits mostly cytotoxic | HepG2 CAGA-GFP viability, ATP luminescence, 18 h | 0.76% of 410,000 active; note: some results filed as inactive show a strong effect at the top dose
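HepG2 CAGA-GFP cells (1000/well, DMEM with 1% FBS) received compound, then TGF-beta at 500 pg/mL final, and were incubated 18 hours at 37 degrees C. Viability was read by CellTiter-Glo luminescence. Media-only wells were set as complete cell-killing and DMSO as no toxicity.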
MCF10A rerep: DNA re-replication induction in MCF 10a cells | MCF 10A DNA re-replication, Hoechst nuclear intensity, 48 h | Potency, µM (top dose mostly 46.1 µM), for inactives: at the top dose activity, positive = re-replication, usual class: activators | 2.9% of 350,000 active; note: % of control where 0% means no effect; nearly all actives have a fitted effect of over 50% in size
EPAC2 antag: blocks human EPAC2 exchange factor | Q8WZA2 | EPAC2 GEF exchange of Rap1B-BODIPY-GDP, fluorescence | Potency, µM (titrated, usually from 114 µM), inactives show top-dose activity, negative = inhibition, usual class: inhibitors | 0.18% of 360,000 active | AID 720708; note: % is set by controls: 0 for no effect and ±100 for the full control effect; nearly all actives have a fitted effect of over 45% in size; many of its hits are not listed in these tables
Target sequence (Q8WZA2 whole entry, looked up): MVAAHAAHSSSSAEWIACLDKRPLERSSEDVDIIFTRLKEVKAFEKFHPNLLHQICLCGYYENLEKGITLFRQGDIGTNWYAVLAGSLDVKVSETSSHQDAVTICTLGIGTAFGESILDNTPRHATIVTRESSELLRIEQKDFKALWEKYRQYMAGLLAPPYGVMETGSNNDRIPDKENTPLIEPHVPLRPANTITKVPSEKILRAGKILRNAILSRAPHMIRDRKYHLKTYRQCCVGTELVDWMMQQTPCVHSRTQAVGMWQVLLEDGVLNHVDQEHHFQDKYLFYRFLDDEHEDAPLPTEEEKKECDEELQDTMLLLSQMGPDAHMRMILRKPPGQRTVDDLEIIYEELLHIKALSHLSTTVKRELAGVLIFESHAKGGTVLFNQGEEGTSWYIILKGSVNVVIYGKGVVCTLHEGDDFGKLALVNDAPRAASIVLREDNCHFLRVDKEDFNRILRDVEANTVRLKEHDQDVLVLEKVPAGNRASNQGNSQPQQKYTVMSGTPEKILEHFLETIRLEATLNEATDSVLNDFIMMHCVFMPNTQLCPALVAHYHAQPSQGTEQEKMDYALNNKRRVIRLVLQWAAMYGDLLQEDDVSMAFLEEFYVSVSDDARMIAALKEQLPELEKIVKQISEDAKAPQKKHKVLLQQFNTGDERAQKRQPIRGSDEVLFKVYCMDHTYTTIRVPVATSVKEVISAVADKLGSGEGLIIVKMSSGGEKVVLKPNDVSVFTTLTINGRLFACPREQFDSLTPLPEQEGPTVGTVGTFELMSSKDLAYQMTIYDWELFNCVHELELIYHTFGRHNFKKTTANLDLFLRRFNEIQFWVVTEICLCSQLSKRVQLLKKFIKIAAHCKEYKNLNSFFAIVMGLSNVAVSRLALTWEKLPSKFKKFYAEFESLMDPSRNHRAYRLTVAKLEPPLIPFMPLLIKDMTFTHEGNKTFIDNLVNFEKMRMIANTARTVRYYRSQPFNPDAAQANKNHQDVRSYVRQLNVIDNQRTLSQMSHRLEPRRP
ATXN viability: cell viability loss in ATXN counter-screen; 0.49% of 400,000 active; Potency, µM (series often up to 56.7 µM), actives largely listed as cytotoxic; S2 cells (HEK-293 line with an ATXN2-luciferase reporter) viability, CellTiter-Fluor protease fluorescence, 24 h; note: nearly all actives have a fitted effect of over 40% in size
The depositor's hits bear a star; i = inactive; ? = inconclusive; nt = not tested or not shown; & = joins results of further samples; [ ] = dose if it differs, or a comment. Calls come from the whole dose curve; as a rule, active = well fitted curve in the direction sought with a large enough effect; inconclusive = small, poorly fitted or top-dose-only effect, or another doubt; inactive = no such curve, though single readings can be large; an effect the other way counts as inactive or inconclusive. Potency is the fitted concentration of half-maximal effect. Not all compounds are listed; the hit share may differ from the screen's.

SMILES	A549 viability	TGFb SMAD3 inh	Nrf2 activator	Nrf2 block	ATXN2 expr inh	HepG2 viability	MCF10A rerep	EPAC2 antag	ATXN viability
CCOC(=O)C1=C(C2=CCCCC2)c2ccc(OC)cc2N(S(=O)(=O)C(F)(F)F)C1C(=O)OCC (configuration not stated)	-7%	14µM*	?	20%	?	-30%	16µM*	-19%	?
O=C(c1cc(C(=O)NCCc2ccccc2)c(=O)n(CCc2ccccc2)c1)c1cc(Cl)ccc1O	?	?	3.6%	?	-24%	-6%	12%	-12%	i
Cc1cc(C)c(C(=O)C(C)OC(=O)c2ccc(Cl)nc2)cc1C (configuration not stated)	2%	0%	0.6%	?	-16%	-17%	4%	-11%	i
Cc1c(Br)c(C(=O)N2CCc3ccccc32)nn1C	-13%	2%	2.9%	?	43%[activator]	-28%	-4%	-1%	i
CC(=O)Nc1ccc(-c2csc(NC(=O)c3ccc(C)o3)n2)cc1	-3%	7%	3.9%	0%	3%	-4%	20%	-13%	i
COc1cccc(C(O)c2nc(-c3ccc(C)c(C)c3)cs2)c1 (configuration not stated)	nt	1%	-0.2%[9.22 µM]	nt	0%	-47%	nt	7%	i
Cc1[nH]c2ccccc2c1C(=O)C(=O)NC1CC(=O)N(c2ccc(F)cc2)C1 (configuration not stated)	3%	10%	-0.8%	6%	-2%	-20%	2%	-2%	i
COc1ccc(CC(=O)OCC(=O)N2CCN(S(=O)(=O)c3ccc(C)cc3C)CC2)cc1	1%	?	-0.9%	9%	-4%	2%	-6%	-2%	?
O=S(=O)(c1ccc(Cl)s1)N1CCCc2cccc(O)c21	3%	-20%	0.8%	?	0%	-19%	5%	0%	i
COCCCNC(=O)c1cc2cc(S(=O)(=O)N3CCCCC3)ccc2n1C	-13%	-32%	3.0%	nt	nt	-27%	nt	nt	nt
C[C@H](NC(=O)c1nc[nH]c1C(=O)NCC(=O)OCc1ccccc1)C(=O)OC(C)(C)C	-1%	-43%	-1.2%	16%	2%	0%	-6%	-18%	i
Cc1nc2ccccc2nc1OCC(=O)Nc1cc(C(F)(F)F)ccc1N1CCOCC1	2%	0%	0.3%	nt	-17%	-15%	2%	-3%	?
COc1ccc(OCC(=O)O/N=C(\N)Cc2ccc(Cl)cc2)cc1	1%	2%	-0.4%	7%	-6%	-18%	10%	-9%	i
Cn1c(=O)oc2cc(S(=O)(=O)NCCN3CCCCCC3)ccc21	-3%	10%	0.3%	1%	-7%	6%	2%	1%[57.1 µM]	i
O=C1COc2ccc(S(=O)(=O)N3CCCC3)cc2N1	2%	-8%	-0.4%	-3%	2%	-12%	-4%	-1%	i
CCOc1cc(Br)cc(/C=C2\SC(=Nc3ccccc3)NC2=O)c1O	-5%	10µM*	24%	-11%	nt	-82%	8.2µM*	9%	?
Cc1c(CN(C)C(=O)C2CCC(=O)N(Cc3ccccc3F)C2)[nH]c2ccccc12 (configuration not stated)	nt	-18%	7.0%	nt	nt	-32%	nt	-7%	i
O=C(CN(CC1CCCO1)C(=O)CNS(=O)(=O)c1ccccc1)NCc1ccc(F)cc1 (configuration not stated)	-4%	-4%	-0.3%	-3%	5%	-2%	2%	1%	i
COCCNC(=O)NC(=O)COC(=O)c1cc([N+](=O)[O-])ccc1Sc1nc(C)cs1	-9%	0%	3.4%	9%	12%	1%	-2%	1%	i
Cc1ccc(S(=O)(=O)NCc2ccccc2)cc1C(=O)N1CCCCCCC1	-12%	-19%	-0.2%	-6%	3%	-8%	25%	-2%	i
CC1(C)CC(=O)C(N=Nc2cccc(S(=O)(=O)N3CCOCC3)c2)=C(O)C1	0%	-6%	6.3%	-7%	?	-12%	-5%	4%	i
c1ccc(CCCCc2ccccn2)cc1	-20%	11%	2.5%	?	6%	1%	-31%	-24%	i
Cc1nn(-c2ccccc2)c(Cl)c1/C=C1\C(=O)N(C)C(=S)N1C	1%	-8%	3.2%	-1%	-35%	-23%	12%	-16%	?
CNC(=O)C1Cc2ccccc2CN1S(=O)(=O)c1cccs1 (configuration not stated)	2%	-14%	-0.1%	-3%	0%	-1%	4%	5%	?
COc1ccc(S(=O)(=O)N2CCC(C(=O)NC3CCCCC3C)CC2)cc1 (configuration not stated)	1%	1%	-0.2%	2%	-11%	1%	3%	32%	i

4 structures out of the list, ordered by count of non-hydrogen atoms, rising:
SMILES	A549 viability	TGFb SMAD3 inh	Nrf2 activator	Nrf2 block	ATXN2 expr inh	HepG2 viability	MCF10A rerep	EPAC2 antag	ATXN viability
O=S(=O)(c1ccc(Cl)s1)N1CCCc2cccc(O)c21	3%	-20%	0.8%	?	0%	-19%	5%	0%	i
Cc1cc(C)c(C(=O)C(C)OC(=O)c2ccc(Cl)nc2)cc1C (configuration not stated)	2%	0%	0.6%	?	-16%	-17%	4%	-11%	i
Cc1ccc(S(=O)(=O)NCc2ccccc2)cc1C(=O)N1CCCCCCC1	-12%	-19%	-0.2%	-6%	3%	-8%	25%	-2%	i
O=C(c1cc(C(=O)NCCc2ccccc2)c(=O)n(CCc2ccccc2)c1)c1cc(Cl)ccc1O	?	?	3.6%	?	-24%	-6%	12%	-12%	i

Of the compounds above, 4 contain four or more nitrogen atoms:
SMILES	A549 viability	TGFb SMAD3 inh	Nrf2 activator	Nrf2 block	ATXN2 expr inh	HepG2 viability	MCF10A rerep	EPAC2 antag	ATXN viability
C[C@H](NC(=O)c1nc[nH]c1C(=O)NCC(=O)OCc1ccccc1)C(=O)OC(C)(C)C	-1%	-43%	-1.2%	16%	2%	0%	-6%	-18%	i
Cc1nc2ccccc2nc1OCC(=O)Nc1cc(C(F)(F)F)ccc1N1CCOCC1	2%	0%	0.3%	nt	-17%	-15%	2%	-3%	?
COCCNC(=O)NC(=O)COC(=O)c1cc([N+](=O)[O-])ccc1Sc1nc(C)cs1	-9%	0%	3.4%	9%	12%	1%	-2%	1%	i
Cc1nn(-c2ccccc2)c(Cl)c1/C=C1\C(=O)N(C)C(=S)N1C	1%	-8%	3.2%	-1%	-35%	-23%	12%	-16%	?

More entries:
SMILES	A549 viability	TGFb SMAD3 inh	Nrf2 activator	Nrf2 block	ATXN2 expr inh	HepG2 viability	MCF10A rerep	EPAC2 antag	ATXN viability
COc1ccccc1OCc1ccc(C(=O)N(C)C)o1	5%	19%	3.1%	?	59%[activator]	-6%	-1%	18%	i
Cc1ccc(O)c(NC(=O)c2nc3nc(C)cc(C(F)F)n3n2)c1	-6%	5%	0.5%	9%	0%	10%	nt	nt	i
CCOC(=O)c1cc(-c2ccccc2)n(CCC(=O)NCc2ccccc2Cl)c1C	2%	0%	0.4%	nt	nt	-15%	nt	nt	nt
Cc1ccc(CN(CC2CCCO2)C(=O)CN2C(=O)C(C(C)C)Oc3ccccc32)o1 (configuration not stated)	-30%	-8%	-0.8%	?	-13%	-17%	5%	0%	i
CC1(C)CN(c2ccc(CC#N)cc2)C1=O	-2%	9%	-0.2%	3%	-14%	1%	-2%	4%	i
COC(=O)c1c(NC(=O)c2ccco2)sc2c1C(C(=O)OC)CC2 (configuration not stated)	9%	3%	8.0%	-6%	1%	-33%	23%	-20%	i
CCn1c(CN2CCCCC2)nc2cc(NC(=O)COc3ccc(C(C)(C)C)cc3)ccc21	?	0%	0.8%	?	-8%	-3%	nt	nt	i
Cn1cc(C(=O)Nc2ccc(C#N)cc2)c2ccccc2c1=O	3%&13%	-16%&-12%	4.3%&4.0%	13%	16%&-16%	-2%&3%	1%	3%	i
COCCCNc1nc(N)c([N+](=O)[O-])c(Nc2ccccc2OC)n1	6%	-30%	2.9%	?	-4%	-16%	?	3%	i
C[C@H](CO)N1C[C@H](C)[C@@H](CN(C)S(C)(=O)=O)Oc2c(NC(=O)Nc3ccc4c(c3)OCO4)cccc2C1=O	2%	-6%	3.7%	-8%	10%	-28%	2%	4%	i
COCCN(C(=O)COC(=O)c1ccc(-c2ccccc2)cc1)c1c(N)n(Cc2ccccc2)c(=O)[nH]c1=O	-4%	-2%	-0.2%	1%	10%	0%	5%	10%	i
COc1ccc(Cc2nc3ccc(C(=O)NCCc4ccccc4)cc3o2)cc1	11%	2%	2.1%	nt	nt	-57%	nt	nt	nt
O=C(Cn1c(=O)sc2ccccc21)Nc1ccc(S(=O)(=O)N2CCCCC2)cc1	4%	-14%	-0.6%	?	-10%	-11%	2%	7%	i
O=C(c1ccc(C(F)(F)F)cc1)C1CCCN(C(=O)CCc2cnccn2)C1 (configuration not stated)	1%	-1%	-0.3%	16%	27%	-1%	-1%	2%	i
CCN1C(=O)[C@@H]2[C@@H]3CN(S(=O)(=O)c4ccc(C)cc4)[C@@H](c4cccc5ccccc45)[C@@H]3C(=O)C[C@@H]2C1=O	nt	-6%	-0.4%	nt	-11%	-2%	nt	-2%	i
Cc1nc(-c2ccc(S(=O)(=O)N(Cc3ccccc3)C(C)C)cc2)co1	9%	-15%	0.8%	nt	-18%	-29%	nt	nt	i
CCCn1c(N)c(N(CCOC)C(=O)c2cccc(S(=O)(=O)N3CCCc4ccccc43)c2)c(=O)[nH]c1=O	-2%	-7%	-0.7%	11%	7%	0%	-2%	-3%	i
CC#CC[N+](C)(C)CCCCCCCCCCCC	-15%	?	0.5%	?	25µM*	-46%	?	2%	?
CC(=O)Nc1n[nH]c(S(=O)(=O)Cc2ccc(Cl)cc2Cl)n1	8%	9%	0.2%	11%	7%	7%	-3%	-1%	i
CC(=O)N1CCc2cc(CNS(=O)(=O)c3ccc(Br)s3)ccc21	6%	-1%	5.1%	nt	nt	0%	nt	nt	nt
CCc1nnc(NC(=O)CN2CCN(Cc3cccc(Cl)c3)CC2)s1	-2%	-18%	0.2%	0%	3%	-21%	2%	6%	i
Cc1cc(C)cc(NC(=O)NC(C)C2CCCO2)c1 (configuration not stated)	-1%	9%	-0.1%	-5%	-19%	-15%	0%	1%	i
O=C(O)c1ccc(OS(=O)(=O)c2ccc(Cl)s2)c(Cl)c1	-9%	20%	-0.8%	-29%	nt	-15%	-3%	-25%	i
c1ccc(CNc2cccnc2)cc1	nt	0%	-1.0%	nt	nt	-10%	nt	4%	i
S=C(NCc1ccccc1)NCc1cccc(CNC(=S)NCc2ccccc2)c1	-17%	?	-0.2%	?	-23%	-18%	?	-1%	i
